GSIS activator: GLuc luminescence reporter in INS-1E cells, primary screen for activators of glucose-dependent secretion of insulin. INS-1E GLuc reporter insulin secretion, 2-3 h. activation, % at 16.6 µM. hit rate 0.61% among 370,000;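 active = lowest replicate activation of at least 40%, so every replicate reaches that level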;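 note: 0% = median of neutral control wells and 100% = median of IBMX positive control wells; some compounds called inactive have numbers as strong as hits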
CASP6 VEID inh: human caspase-6 inhibitors, primary screen, biochemical, VEID-R110 fluorescence, single point, set 2. hit rate 0.53% among 350,000. purified caspase-6, Z-VEID-R110 cleavage fluorescence. AID 686996, 2013. inhibition, % at 12.5 µM;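 active = mean inhibition across replicates at least about 35%, with every replicate also reaching that limit, limit read from the data; inconclusive = only one of the two criteria met; inactive = neither criterion met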;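 note: 0% = median of neutral control wells and 100% = no fluorescence left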
Target sequence (P55212 24-179 limits assumed): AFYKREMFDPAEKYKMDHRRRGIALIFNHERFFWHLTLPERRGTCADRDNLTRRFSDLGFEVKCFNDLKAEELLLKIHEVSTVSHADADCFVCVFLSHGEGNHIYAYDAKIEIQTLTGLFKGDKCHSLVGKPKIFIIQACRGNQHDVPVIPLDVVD
Target sequence (P55212 194-293 limits assumed): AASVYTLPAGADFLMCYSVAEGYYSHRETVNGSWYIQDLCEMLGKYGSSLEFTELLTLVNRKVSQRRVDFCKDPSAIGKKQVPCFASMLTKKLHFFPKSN
E-selectin induc: E-selectin induction in HUVECs, primary screen, imaging, HUVEC, immunofluorescence imaging, single point | P16581 | normalized: neutral wells 0, TNF-alpha wells 100 | activation, % at 7.58 µM | hit rate 0.37% among 260,000;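 active = mean E-selectin-positive cell signal at least 10% of the positive control, reached in at least 60% of replicates, without over 20% cell loss; inconclusive = no rule given, readout overlaps actives, possibly toxicity-flagged; inactive = the rest, including those meeting only one limit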;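 note: in these data hits start at about 27%; measured in HUVEC primary endothelial cells; signal is the percent of cells scored E-selectin positive by PE staining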
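Assay system: HUVEC, human umbilical vein endothelial cells / Amount: 3,000 HUVEC/well / Controls: TNF-alpha positive control, DMSO neutral control / Compound dosing: single concentration / Medium: EGM-2 over gelatin coat / Evaluation: percent E-selectin-positive cells / Signal: immunofluorescence imaging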
XiGFP reactiv: activators of inactive X chromosome reactivation, primary screen, imaging, XiGFP fibroblasts, GFP high-content imaging, set 2; XiGFP mouse fibroblasts, % GFP-positive cells imaging, 3 d; cells co-treated with 5-aza-dC sensitizer; scaled so ellipticine positive control = 100%; activation, % at 7.58 µM; hit rate 0.055% among 360,000; AID 743238, 2013;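 active = mean normalized replicate activation at least 10% and every replicate at or above 10%; inconclusive = only one of the two criteria met; inactive = mean below 10% and not all replicates reach 10%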;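 note: 0% = median of on-plate neutral control wells and 100% = ellipticine 6 µM median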
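material = 68-5-11 XiGFP fibroblast line | medium = DMEM plus 5-aza-dC sensitizer | schedule = 3 days compound exposure | benchmarks = positive control ellipticine, 6 µM final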
RAD54 branch: inhibitors of human RAD54 branch migration, primary screen, biochemical, fluorescence, single point; DNA repair and recombination protein RAD54-like (Homo sapiens), Q92698; RAD54 Holliday junction branch migration, FAM/BHQ fluorescence; inhibition, % at 10.4 µM; hit rate 0.14% among 360,000; AID 602329, 2012;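 active = mean normalized replicate activity at least 40 and at least half of replicates scoring 40 or more; inconclusive = only one of the two criteria met; inactive = mean below 40 and under half of replicates reaching 40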;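 note: 0% = median of neutral control wells and 100% = median of positive control wells; inhibitors cause a drop in the FAM fluorescence signal; in these data hits start at about 50%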
Target sequence (Q92698 whole entry, looked up): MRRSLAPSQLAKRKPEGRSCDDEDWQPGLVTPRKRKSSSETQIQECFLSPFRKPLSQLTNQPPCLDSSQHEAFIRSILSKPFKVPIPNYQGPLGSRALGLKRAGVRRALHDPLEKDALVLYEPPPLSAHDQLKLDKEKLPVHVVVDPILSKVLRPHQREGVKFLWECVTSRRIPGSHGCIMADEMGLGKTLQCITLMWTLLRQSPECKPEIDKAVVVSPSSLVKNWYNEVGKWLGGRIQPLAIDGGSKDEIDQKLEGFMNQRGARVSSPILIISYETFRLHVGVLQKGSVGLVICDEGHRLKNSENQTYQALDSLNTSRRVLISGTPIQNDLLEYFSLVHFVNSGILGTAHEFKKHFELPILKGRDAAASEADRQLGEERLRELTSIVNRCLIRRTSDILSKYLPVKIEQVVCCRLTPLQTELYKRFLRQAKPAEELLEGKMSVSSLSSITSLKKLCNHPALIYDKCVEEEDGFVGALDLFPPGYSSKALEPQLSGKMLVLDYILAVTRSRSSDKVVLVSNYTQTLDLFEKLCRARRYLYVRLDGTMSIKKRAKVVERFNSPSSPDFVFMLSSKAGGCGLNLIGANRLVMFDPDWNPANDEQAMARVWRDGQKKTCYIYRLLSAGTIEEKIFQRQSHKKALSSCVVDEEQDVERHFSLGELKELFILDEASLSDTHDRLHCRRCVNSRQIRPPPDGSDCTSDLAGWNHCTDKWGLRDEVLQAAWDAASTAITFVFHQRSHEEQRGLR
DENV2 CPE: inhibitors of DENV2 cytopathic effect, primary screen, cell-based, plate reader, single concentration. DENV2-infected cells, cytopathic effect rescue. CPE inhibition, % at 9.99 µM. hit rate 1.7% among 350,000. AID 651640, 2012; in the data active = CPE inhibition above about 20%, passing the limit was not always enough; inconclusive = no clear call, values can overlap the other calls; tested in BHK-21 cells;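 note: 0% = median of neutral control wells and 100% = median of positive control wells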
CFTR F508del cor: F508del CFTR correction, initial screen, CFBE line, single point. CFBE cells, YFP halide quenching; stimulated with forskolin plus potentiator P3; % fluorescence drop versus neutral controls. activity (quench increase), % at 7.58 µM. hit rate 0.36% among 350,000;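 active = mean added fluorescence quench of at least 8% versus neutral control, with both replicates also reaching 8%; inconclusive = only one of the mean or replicate conditions met; inactive = mean below 8% and not both replicates reaching 8%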;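 note: cells transiently co-express mutant CFTR-F508del with the halide-sensitive YFP; corrector assay measuring rescue of mutant channel to the surface after 24 h compound exposure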
RAD52 anneal inh: RAD52 DNA annealing inhibitors, primary screen, biochemical, FRET, single point, set 2 | recombinant RAD52 DNA annealing, FRET fluorescence | inhibition, % at 18.7 µM | hit rate 0.46% among 360,000 | AID 651710, 2012;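 active = every replicate showing at least 50% inhibition; inconclusive = mean inhibition at least 50% but not in every replicate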
Numbers without * were called inactive; u = inconclusive; x = no result given.

SMILES	GSIS activator	CASP6 VEID inh	E-selectin induc	XiGFP reactiv	RAD54 branch	DENV2 CPE	CFTR F508del cor	RAD52 anneal inh
Cn1c(=O)oc2cc(S(=O)(=O)NCCC(=O)N3CCN(c4ccccc4)CC3)ccc21	1	-1	x	0.1	18	5	-1.8	-8
CCCN1C(=O)c2[nH]nc(-c3ccccc3)c2C1c1ccc(C)cc1 (configuration not stated)	39	4	-0.4	0.3	x	-7	4.5	8
COCC(=O)N1CC(=O)N2[C@H](C1)[C@H](c1ccc(C#CC3CC3)cc1)[C@@H]2CO	8	1	0.4	0.1	x	-2	2.9	-1
COc1cccc2c1nc(C)c1cc(C)oc12	7	2	x	x	11	x	x	3
CCN(C(=O)COC(=O)c1cc(-c2ccc(C)o2)nc2ccccc12)C1CCS(=O)(=O)C1 (configuration not stated)	-4	x	x	0.0	x	10	1.3	-34
CCC1=NN2C(=N)/C(=C\c3ccc(OCCOc4ccc(NC(C)=O)cc4)cc3)C(=O)N=C2S1	-1	0	-0.1	0.0	-15	-5	2.0	-35
Oc1ccc(-c2c(-c3ccsc3)sc3ccccc23)cc1	x	-1	-0.3	0.4	0	u	-1.2	-14
COc1cc([N+](=O)[O-])ccc1NC(=O)CSc1n[nH]c(C(C)C)n1	2	1	0.0	0.0	x	15	0.3	-18
COc1ccc(S(=O)(=O)N[C@@H]2CC[C@H](CC(=O)N3CCC(Cc4ccccc4)CC3)O[C@H]2CO)cc1	-21	1	-0.3	-0.4	-2	-1	-0.3	-18
COCC(=O)Nc1ccc2c(c1)OC[C@@H](C)N(Cc1ccccn1)C[C@H](C)[C@H](OC)CN(C)C2=O	7	0	-0.1	0.1	-4	18	-0.8	2
CC(C)(C)n1nnnc1C(c1ccccc1)N1CCN(C(=O)C2CCCO2)CC1 (configuration not stated)	17	1	0.0	0.2	x	-5	-2.3	-2
Cc1ccc(/C=N/N=C2/NC(=O)C(CC(=O)N3CCOCC3)S2)cc1 (configuration not stated)	8	-2	-0.8	1.1	x	5	-0.1	-6
COc1cccc(-c2ccc([C@H]3[C@H]4CN(CC5CCOCC5)CCCCN4[C@H]3CO)cc2)c1	x	1	x	x	0	-6	-2.4	37
COCC(=O)N1CCC2(CC1)CN(C(=O)c1ccccn1)[C@H](CO)c1c2c2ccc(OC)cc2n1C	0	0	-0.3	0.0	x	-3	0.4	3
COc1cc(OC)c(OC)cc1/C=N/Nc1ccc(Cl)nn1	-9	-4	x	0.2	3	2	1.8	-9
O=C(c1ccccc1F)N1C[C@@H]2O[C@@H](CNS(=O)(=O)c3ccccc3)CC[C@@H]21	x	-1	x	x	x	-9	-0.5	-16
CC(=O)Nc1ccc(C(=O)NNC(=O)c2ccccc2-n2cccc2)cc1	22	19	-0.2	0.1	0	-2	-0.5	-22
Cc1ccc(Cn2ccc(NC(=O)c3nn(C)cc3[N+](=O)[O-])n2)cc1	-16	2	x	0.2	2	-7	-16	-23
C[C@H]1CN([C@@H](C)CO)C(=O)c2cc(C3=CCCC3)cnc2O[C@@H]1CN(C)Cc1ccccc1C(=O)O	17	-4	-0.4	-0.1	8	2	-1.9	12
Cc1oc(-c2ccc(Cl)cc2)nc1CN1CCCN(C(=O)c2ccco2)CC1	-11	5	-0.4	-0.1	5	9	4.7	-58
COc1ccc(/C=C/C(=O)C2CC2)cc1Cn1nc(C)c([N+](=O)[O-])c1C	-1	-1	x	0.0	5	5	-1.0	-10
O=C(CCN1CCOCC1)N1CCc2c([nH]c3ccccc23)C1c1cccc(Cl)c1 (configuration not stated)	-19	1	x	0.1	x	-6	0.2	-9
CC1CN(CCOc2ccccc2[N+](=O)[O-])CC(C)O1 (configuration not stated)	-2	x	0.0	0.1	9	-2	1.8	-10
CCc1nn(CC(=O)N2CCN(C)CC2)c(=O)c2cccn12	9	-1	0.0	-0.3	5	0	-3.8	-5
C[C@@H]1CN([C@@H](C)CO)C(=O)Cc2cc(NS(=O)(=O)c3cccs3)ccc2O[C@@H]1CN(C)C(=O)Nc1ccccc1	7	0	0.8	-0.6	1	-8	-0.3	-10
The list goes on.
SMILES	GSIS activator	CASP6 VEID inh	E-selectin induc	XiGFP reactiv	RAD54 branch	DENV2 CPE	CFTR F508del cor	RAD52 anneal inh
C[C@H]1CN([C@@H](C)CO)S(=O)(=O)c2ccc(-c3ccccc3)cc2O[C@@H]1CN(C)C(=O)CN(C)C	9	3	0.2	0.0	9	6	-0.9	28
COc1cc(/C=N/NC(=O)C(N)=O)ccc1OCC(=O)N1C(C)CCCC1C (configuration not stated)	19	0	x	0.0	x	x	0.9	-7
COc1ccccc1/C=C/C(=O)OCCCN(C)C	8	-10	x	71*	x	-4	0.4	3
NC(=O)CCC(NC(=S)Nc1ccccc1)C(=O)O (configuration not stated)	3	-3	-0.6	-0.1	x	2	-2.2	-2
C[C@H]1CN([C@@H](C)CO)C(=O)Cc2cc(NC(=O)Cc3ccccc3)ccc2O[C@H]1CN(C)CC1CC1	15	-2	15	-0.5	5	2	-2.4	-1
CN(C)c1ccc(/C=C(/NC(=O)c2ccccc2)C(=O)NCCN2CCOCC2)cc1	5	-2	x	0.1	-18	-1	1.1	-69
COc1ccc(CNC(=O)CCCn2nc(C)n3c(cc4sccc43)c2=O)cc1	28	4	x	0.0	7	-10	-2.3	0
C[C@H]1CN([C@@H](C)CO)S(=O)(=O)c2ccc(-c3cncnc3)cc2O[C@@H]1CN(C)Cc1ccccc1	4	1	-0.2	0.1	-5	6	-1.1	0
Cc1cccc(CCNC(=O)CCc2nnc(CCc3ccccc3)o2)n1	-9	0	-0.1	0.3	x	2	-3.4	-23
CCCNC(=O)c1ccc(COc2ccc(Cl)cc2)o1	-15	5	x	-0.1	-3	4	-7.0	-83
Cc1ccccc1OCC(=O)Nc1nnc(COc2ccccc2)s1	21	-4	0.0	0.0	-2	3	-3.2	-20
COc1ccc(Cc2cnc(N)s2)cc1	2	-2	x	-1.0	x	1	-2.0	-12
Cc1ccc(/C=N/NC(=O)Cc2ccc(O)cc2)s1	4	12	0.5	0.0	4	-5	0.4	-3
C[C@@H]1CN([C@H](C)CO)C(=O)CCCn2nncc2CO[C@H]1CN(C)C(=O)Nc1ccccc1	6	-3	0.0	0.9	-2	8	-1.5	-5
C[C@@H]1CN([C@H](C)CO)C(=O)c2cc(NC(=O)Nc3ccc(C(F)(F)F)cc3)ccc2O[C@@H](C)CCCCO[C@H]1CN(C)Cc1ccc(C(F)(F)F)cc1	26	x	1.5	0.4	-8	-1	4.9	x
O=C(CN1C(=O)NC(c2ccccc2)(c2ccccc2)C1=O)NCc1ccc(F)cc1	-50	6	0.6	0.3	-6	-5	-1.0	-17
COCCN(C(=O)COC(=O)Cc1cccc(OC)c1)c1c(N)n(CC(C)C)c(=O)[nH]c1=O	53*	-1	-0.2	0.4	x	-3	-0.8	-14
C[C@@]12C(=O)Nc3ccc(Cl)cc3C(=O)N1[C@H]1c3cc(Br)ccc3OC[C@@H]1[C@@H]2c1ccccc1	-5	1	-0.2	0.1	3	u	-0.7	2
O=[N+]([O-])c1cccc(CSc2nnc(Cc3ccccc3)n2-c2ccc(F)cc2)c1	10	3	-1.4	0.4	x	3	x	6
CN(C)CC(=O)N1[C@@H]2Cn3c(ccc(C4=CCCC4)c3=O)[C@H]1[C@@H](C(=O)NCC1CC1)[C@@H]2CO	-2	2	0.0	0.0	1	3	0.2	5
N/C(CSc1ccc(Cl)cc1)=N\NC(=O)c1ccncc1	1	1	-0.4	-0.1	x	6	2.8	-7
O=C(O)CCC(=O)N1CCc2c([nH]c3ccccc23)C1C(F)(F)F (configuration not stated)	12	-1	0.2	0.0	1	8	-0.1	-19
CCN(CC)S(=O)(=O)c1ccc(Cl)c(NC(=O)COC(=O)C2CCCCC2)c1	-8	2	-0.5	0.2	-17	-2	2.4	-8
COc1ccc(CNc2nc(SCc3cc(=O)n4cc(Cl)ccc4n3)nc3ccccc23)cc1	x	-1	x	0.2	2	-16	-0.7	-36
O=C(COc1ccc2c(c1)OCO2)NCc1cccs1	x	-2	x	0.1	3	-6	-2.5	-3
Further results
SMILES	GSIS activator	CASP6 VEID inh	E-selectin induc	XiGFP reactiv	RAD54 branch	DENV2 CPE	CFTR F508del cor	RAD52 anneal inh
N=c1sccn1CC(=O)Nc1cc(S(=O)(=O)N2CCCC2)ccc1Cl	23	1	3.0	0.0	-11	-6	-0.3	-10
C[C@@H]1CN([C@@H](C)CO)C(=O)c2cccc(NS(=O)(=O)c3cn(C)cn3)c2O[C@@H]1CN(C)Cc1ccc(C(=O)O)cc1	11	-3	-1.0	0.2	0	-5	-0.9	13
Cc1cc(C)nc(SC2CCCCC2O)n1 (configuration not stated)	-6	2	x	x	-7	x	x	-19
CO[C@H]1CN(C)C(=O)c2ccc(NC(=O)c3ccccc3F)cc2OC[C@@H](C)N(CC2CCOCC2)C[C@@H]1C	-10	0	-0.3	-0.6	-5	0	-2.0	-7
CN1C(=O)c2cc(NC(=O)Nc3ccc(Cl)cc3)ccc2OC[C@H]2O[C@H](CC(=O)O)CC[C@@H]21	-8	-1	0.3	0.0	-10	-4	1.2	3
COc1ccc([N+](=O)[O-])cc1-c1[nH]c(-c2ccc(C(=O)O)cc2)nc1-c1ccccc1	-5	1	x	0.0	0	-15	-7.3	-16
COCCCNC(=O)C[C@H]1C[C@H](C(=O)N2CCCCC2)[C@@]2(C)c3[nH]c4ccc(Cl)cc4c3CCN2C1=O	-7	3	0.0	x	-12	10	3.0	-6
O=C(OCCOc1cccc(Cl)c1)c1cc(S(=O)(=O)N2CCOCC2)ccc1F	-40	2	0.1	0.1	11	3	-2.9	-9
Nn1cnc2scc(-c3cccs3)c2c1=O	-6	-5	0.7	0.0	6	7	-0.5	-22
COc1ccc(NS(=O)(=O)c2cccc(C(=O)N/N=C(/C)c3ccc(-n4ccnc4)cc3)c2)cc1	8	1	-0.1	-0.1	x	11	6.9	-2
c1ccc(-c2cc3c(N4CCCC4)ncnc3s2)cc1	4	5	x	0.4	x	-5	-5.5	-11
COC(=O)c1ccc(C(=O)OC)c(NC(=O)Cc2cccs2)c1	-2	4	0.0	0.0	0	-1	-6.2	-14
CC(=O)NNC(=O)c1nc(-c2ccccc2)c(C)o1	-5	0	x	-0.1	x	-7	-0.2	0
COCCNC(=O)C1(C)CCCN(C(=O)c2ccc(C(F)(F)F)cc2)C1 (configuration not stated)	-2	0	0.1	0.3	4	50*	0.4	-6
Fc1ccccc1COc1ccc(C(=S)N2CCCC2)cc1	-19	-1	x	0.0	-9	0	0.2	-10
C[C@H](CO)N1C[C@H](C)[C@H](CN(C)C)Oc2ccc(NC(=O)CCC(F)(F)F)cc2CC1=O	6	-3	x	0.1	-6	-2	0.0	3
O=C(CNC(=O)c1ccccc1Br)NCC(c1ccco1)N1CCCCC1 (configuration not stated)	3	4	0.7	-0.1	10	9	-2.8	-17

Compound activity deposited in PubChem BioAssay by Broad Institute.
